Screening data as filed in PubChem.
Cav3 T inh: inhibitors of human Cav3.2 T-type calcium channel; O95180; B-score at 10 µM; AID 449739; actives 4% (n = 100,000); Cav3.2-expressing cells, Fluo-4 calcium fluorescence FDSS; active compounds read low;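 active means single-dose well whose peak fluorescence ratio is a statistical outlier from its plate by either plate-standardised score or position-corrected B-score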
An asterisk follows results filed as active.

SMILES	Cav3 T inh
CC(C)C1OC2c3cccc4cccc(c34)C2N1c1ccccc1 (stereo not given)	-1.1
Cc1cccc2cc(CN(Cc3ccco3)C(=O)c3cccs3)c(=O)[nH]c12	0.2
COCCn1c(SCC(=O)Nc2cc(C)on2)nnc1-c1ccco1	-0.16
NC(=O)c1ccc(C(F)(F)F)n(Cc2ccc(Cl)cc2)c1=O	1
O=C(CCC(=O)OCC(=O)c1ccccc1)NC1CCCCC1	0.44
Cc1ccc(-c2nc(-c3ccccc3)no2)c(Cl)c1	0.012
COc1ccc(Br)cc1/C=N/NC(=O)CNC(=O)/C=C/c1ccccc1	-7.6*
N#CC1=C(N)Oc2c(oc(CO)cc2=O)C1c1cccs1 (stereo not given)	1.4
OC(c1ccc2c(c1)OCO2)c1nccc2ccccc12 (stereo not given)	0.47
CCc1ccc(N2C(=O)C3ON(c4ccccc4)C(c4ccco4)C3C2=O)cc1 (stereo not given)	-1.6
Cc1ccc(COn2c(-c3ccc(Cl)cc3Cl)nc3ncccc32)cc1	-5.4*
C=CCOC(=O)c1sc(NC(=O)c2ccco2)nc1C	0.92
Cc1nc2c(C(=O)N3CCN(C)CC3)cnn2c(C)c1Cc1ccc(Cl)cc1	0.31
CC1CCN(c2nc3ccc(C(=O)N4CCN(Cc5ccccc5)CC4)cc3s2)CC1	-5.8*
C=CCc1ccccc1OCC(O)Cn1ccnc1C (stereo not given)	0.83
CSc1oc(-c2ccco2)nc1S(=O)(=O)c1ccc(Br)cc1	-1.8
CC1(C)Cc2ccccc2-c2nnc(SCC(=O)N3CCN(c4ccccc4)CC3)n21	-0.85
Cc1noc(C)c1S(=O)(=O)N1CCC(C(=O)N(C)Cc2ccccc2)CC1	0.88
COC(=O)c1[nH]c2cc(OC)ccc2c1NC(=O)CN1CCOCC1	0.87
CCOC(=O)c1cc(NC(=O)N(C(C)C)C(C)C)c(C)nc1C	-0.06
O=C(O)CCCNCc1ccccc1F	0.83
CCOC(=O)c1ccc(NC(=O)CN2CCc3ccccc3C2)cc1	-5.2*
CCOC(=O)C1CCCN(S(=O)(=O)c2ccccc2)C1 (stereo not given)	-0.63
CCOC(=O)c1c(C)[nH]c(C=Nc2ccc(OC)cc2)c1O	0.33
COCCSc1nnc(NS(=O)(=O)Cc2ccccc2)s1	-0.35
CC[N+](C)(C)Cc1ccccc1Br	1.4
COC(=O)CN(n1cnnc1)S(=O)(=O)c1ccccc1Cl	0.0057
O=C(Nc1ccccc1)C1CC(=O)N(c2ccc3c4c(cccc24)CC3)C1 (stereo not given)	-1.2
Oc1c(Br)cc2oc3c(c2c1CNCc1ccccc1)CCCC3	0.82
CN=C(Nc1ccc(Cl)cc1)c1ccc(C(F)(F)F)cc1	-1
COCCN1C(=O)c2oc3ccccc3c(=O)c2C1c1ccc(OC)c(OC)c1 (stereo not given)	-0.65
OC(COc1ccc2ccccc2c1)CN1CCCC1 (stereo not given)	-3.7
O=C1C(Nc2ccccc2)=C(N2CCCCC2)C(=O)c2ccccc21	0.6
CCCCNC(=O)[C@@H]1CC=C[C@@H]2CCN(Cc3ccc(Cl)c(Cl)c3)C(=O)[C@@H]21	-2
CCCCNC(=O)CN1C(=O)NC2NC(=O)NC21 (stereo not given)	0.91
Cn1ncc(C#N)c1NC(=O)C1CC(c2ccc(Cl)c(Cl)c2)=NO1 (stereo not given)	-0.8
Cc1cc(NC(=O)C(C)(C)C)no1	-0.18
O=C(c1ccc(Br)o1)N1CCN(c2ccccc2F)CC1	-2.3
Oc1ccc(/C=N/NC2=NCCCCC2)cc1	0.91
C=CCCC(=O)Nc1nc(C)c(-c2csc(Nc3ccc(Cl)cc3Cl)n2)s1	0.98
O=[N+]([O-])c1c(Nc2ccccc2)ccc2nonc12	0.31
O=C(/C=C/c1ccccc1)N/C(=C/c1ccccc1)C(=O)N1CCCCC1	-5.6*
Cc1nc(N)sc1Cc1ccc2c(c1)OCO2	-0.22
O=C(c1ccc2c(c1)OCO2)N1CCC2(CC1)Oc1ccc(Cl)cc1C(=O)C21CC(c2ccccc2)=NO1 (stereo not given)	-1.7
CCOC(=O)Cc1nn(C)c(=O)c2ccccc12	-0.14
CCCn1c(=O)c2ccccc2n2c(SCc3nc4ccccc4s3)nnc12	0.3
CCCOc1ccc(-c2nnn(CC(=O)Nc3cccc(C(=O)OC)c3)n2)cc1	-0.14
COc1cccc(N=Cc2c[nH][nH]c2=O)c1	0.038

13 compounds already listed, ordered by heavy-atom count, lowest first:
SMILES	Cav3 T inh
Cc1cc(NC(=O)C(C)(C)C)no1	-0.18
COc1cccc(N=Cc2c[nH][nH]c2=O)c1	0.038
Cc1nc(N)sc1Cc1ccc2c(c1)OCO2	-0.22
CCOC(=O)Cc1nn(C)c(=O)c2ccccc12	-0.14
O=[N+]([O-])c1c(Nc2ccccc2)ccc2nonc12	0.31
OC(COc1ccc2ccccc2c1)CN1CCCC1 (stereo not given)	-3.7
O=C(c1ccc(Br)o1)N1CCN(c2ccccc2F)CC1	-2.3
Cn1ncc(C#N)c1NC(=O)C1CC(c2ccc(Cl)c(Cl)c2)=NO1 (stereo not given)	-0.8
O=C1C(Nc2ccccc2)=C(N2CCCCC2)C(=O)c2ccccc21	0.6
C=CCCC(=O)Nc1nc(C)c(-c2csc(Nc3ccc(Cl)cc3Cl)n2)s1	0.98
CCCn1c(=O)c2ccccc2n2c(SCc3nc4ccccc4s3)nnc12	0.3
CCCOc1ccc(-c2nnn(CC(=O)Nc3cccc(C(=O)OC)c3)n2)cc1	-0.14
O=C(c1ccc2c(c1)OCO2)N1CCC2(CC1)Oc1ccc(Cl)cc1C(=O)C21CC(c2ccccc2)=NO1 (stereo not given)	-1.7

(list continues)
SMILES	Cav3 T inh
CCc1cc2c(=O)n(-c3ccc(Br)cc3)cnc2s1	-1.1
Cc1ccc(N2CC(C)Cn3c2nc2c3c(=O)n(CC(=O)OCc3ccccc3)c(=O)n2C)cc1C (stereo not given)	-0.023
CCN1C(=O)c2ccccc2S(=O)c2ccc(C(=O)N3CCN(C(=O)c4ccco4)CC3)cc21 (stereo not given)	0.8
COc1ccc(NC(=O)CCN2CCCCCC2)cc1	0.098
COC(=O)c1ccc(NC(=O)Cc2ccccc2)cc1	-0.85
COc1ccc(Cn2nnnc2C(c2ccccc2Cl)N2CCC(C(N)=O)CC2)cc1 (stereo not given)	0.26
Cc1cc(C(=O)NCCCOC(C)C)c2ccccc2n1	0.85
O=C(OC(C(=O)NCc1cccs1)c1ccccc1F)c1ccco1 (stereo not given)	0.79
CCOc1ccc(N2CC(C(=O)Nc3ccc(F)cc3F)CC2=O)cc1 (stereo not given)	-1.3
CCCCNc1cc(=O)oc2ccccc12	0.22
O=C(NCc1ccco1)C12CN(Cc3ccccc3)CC1C(c1ccc([N+](=O)[O-])cc1)=NO2 (stereo not given)	-2.7
CCOC(=O)c1ccccc1NC(=O)c1ccccc1NS(C)(=O)=O	-3.1
CCOC(=O)C(C(=O)Nc1ccccn1)C1CCCCC1 (stereo not given)	-0.77
Cc1cc(=O)oc2cc(OCC(=O)Nc3nnc(CC(C)C)s3)ccc12	0.037
CCC(CC)C(=O)Nc1cc(C)cc(C)c1	0.17
CCOC(=O)c1nnn(-c2nonc2N)c1CN(C)C1CCCCC1	0.027
CC1=CC(C)C2C(=O)N(c3ccccc3)C(=O)C2C1 (stereo not given)	0.86
C(=N\N1CCN(Cc2ccccc2)CC1)/c1cccs1	0.0018
CCc1sc(-c2c(C#N)c(N)nc3c2CCCCCC3)cc1[N+](=O)[O-]	1.6
COc1ccc(CCNC(=O)c2ccc(NS(=O)(=O)c3c(C)noc3C)cc2)cc1OC	0.69
O=C(NCC(=O)N(Cc1ccccc1)C(C(=O)NC1CCCC1)c1ccco1)c1ccco1 (stereo not given)	-1.1
COCc1cc(C)n(CC(=O)NC(C)c2ccccc2)c(=O)c1C#N (stereo not given)	0.89
O=C(O)CCCn1nc(C(F)(F)F)c2c1CCCCC2	-0.14
CC(=O)NC(Cc1ccccc1F)C(=O)NC1CCN(C(=O)c2cnccn2)CC1 (stereo not given)	0.62
Cc1[nH]c2ccccc2c1C(=O)CN1CCC(C)CC1	1
O=C(COc1ccc(Cl)cc1Cl)N1CCCN(C(=O)COc2ccc(Cl)cc2Cl)CC1	-4.6*
CCOC(=O)N1CCN(c2nc3c(c(=O)[nH]c(=O)n3C)n2Cc2ccccc2Cl)CC1	1.7
CCOC(=O)N1CCN(Cc2ccc(F)cc2F)CC1	-1.9
CCOC(=O)Cc1csc(Nc2c(C)n(C)n(-c3ccccc3)c2=O)n1	0.38
CCCC(=O)N1CCN(c2ccc(NC(=O)c3ccc(Br)o3)cc2)CC1	-0.71
O/N=C(/CN(O)/C=C1/C=CC=N1)c1cccs1	-0.028
CCN(CC)S(=O)(=O)c1ccc(NS(=O)(=O)c2ccc(C)c(C)c2)cc1	-4.3*
Cc1cc(S(=O)(=O)NCCN2CCOCC2)c(C)s1	0.65
CCOC(=O)C1CCN(C(=O)Cn2cc3c(n2)CCC(C)C3)CC1 (stereo not given)	0.19
Cc1cc(-c2ccc(N3C(=O)CCC3=O)c(C)c2)ccc1N1C(=O)CCC1=O	0.15
N#CCCN1CCN(S(=O)(=O)c2ccc3c(c2)OCCCO3)CC1	0.013
Cc1oc(-c2ccccc2Cl)nc1CSCC(=O)O	-0.15
O=S(=O)(CCN(CCS(=O)(=O)C(F)(F)F)CC1CCCO1)C(F)(F)F (stereo not given)	-3.5
OCCN(CCO)c1ncnc2c1sc1nc(N3CCOCC3)c3c(c12)CCCC3	0.71
Fc1cc2ncn(Cc3ccccc3)c2cc1F	-1.8
Cc1ccc(-c2csc3ncnc(N4CCN(C(=O)c5ccccc5)CC4)c23)cc1	-3.3
Cn1cc(CCC(=O)NCc2ccc3c(c2)OCO3)c2ccccc21	-2.2
CCOC(=O)c1cn(CC)c2cc(N3CCSCC3)c(F)cc2c1=O	1
Cc1ccc2c(Cl)cc(Cl)c(OCC(=O)NC(=O)NCc3ccco3)c2n1	-1.1
Cc1ccccc1CSc1nnc(-c2cccs2)n1Cc1ccco1	-6.5*
N#Cc1cnc(SCC(=O)c2ccccc2)nc1N	-0.5
O=C(NCc1ccccc1)c1cccc(COc2ccc(Cl)cc2)c1	-4.2
O=C(Nc1cccn2ncnc12)c1ccc(Cl)cc1	0.25
CN(C(=O)Nc1ccccc1)C1CCS(=O)(=O)C1 (stereo not given)	0.018
Cc1ccc(NC(=O)c2nnn(-c3cc(C)cc(C)c3)c2N)cc1	-3.4
CN(C)/C=C(/C#N)C(=O)c1cccc(Oc2ccc(C(C)(C)C)cc2)c1	-1.3
CCCC(c1nnnn1C(C)(C)CC)N(Cc1ccco1)Cc1cc2ccc(OC)cc2[nH]c1=O (stereo not given)	-3.9
COc1ccc(C(=O)Nc2nnc(C(F)(F)F)s2)cc1	0.0018
Cc1cc(C(=O)NCc2cccs2)cs1	1.3
COC(=O)c1ccc(-n2cnc(Cl)n2)c(F)c1	-0.21
O=C(c1ccco1)N1N=C(c2cccs2)CC1c1ccc(F)cc1 (stereo not given)	-2.5
CSCCOC(=O)C1=C(C)NC(=O)CC1c1ccccc1Cl (stereo not given)	0.34
Oc1ccc(CNc2ccccc2)c2cccnc12	0.83
CCCCC(=O)Nc1ccc2c(c1)nc(CCN1CCOCC1)n2C	-1.4
CC1(C)CC(=O)c2c(nn(-c3ccccc3)c2N)C1	0.8
Additional entries
SMILES	Cav3 T inh
COCCn1c(CN2CCN(c3ccc(F)cc3)CC2)nc2c1c(=O)n(C)c(=O)n2C	0.4
CC1(C)CC(=O)C2=C(C1)c1c(ccc3ccccc13)NC2c1ccco1 (stereo not given)	-0.012
CN(c1ccc(C(=O)Nc2ccccc2C(F)(F)F)cc1)S(C)(=O)=O	-0.63
Clc1cccc(-c2ccnc3nc(-n4cccc4)nn23)c1	0.66
COc1ccc(Cn2cccc(NC(=O)Nc3cccc(C#N)c3)c2=O)cc1	-2
COc1ccc(-c2csc(Nc3cccnc3)n2)cc1	0.84
CN(C)Cc1ccc(-c2nc3cccc4c3n2CCNC4=O)cc1	0.65
C=CCc1ccc(OCCOc2ccc(/C=N/n3cnnc3)cc2OCC)c(OC)c1	0.56
COc1cccc(-n2c(SCC(=O)Nc3nccs3)nnc2-c2ccoc2C)c1	-4*
CS(=O)(=O)N1CCN(C/C=C/c2ccccc2)CC1	0.37
COc1ccc(CNC(=O)C(c2ccncc2)N(C(=O)Cc2cccs2)c2ccccc2C)cc1 (stereo not given)	-2.6
CCN(C(=O)c1sc(N)c(C#N)c1C)C1CCCCC1	0.12
O=C(O)c1ccc(CSCc2c(F)cccc2Cl)o1	0.2
CSc1ncccc1C(=O)OCc1ccccc1	-1
Cc1cccnc1NC1(C(F)(F)F)N=C(c2ccccc2)NC1=O (stereo not given)	-0.051
CCCS(=O)(=O)N1CCCC(C(=O)NCCCOCC)C1 (stereo not given)	-0.65
CCOC(=O)Cc1c[nH]c2ccccc12	0.83
CCOc1ccc(N2C(=O)CC(Sc3nc(C)cc(C)n3)C2=O)cc1 (stereo not given)	-0.049
COc1ccc(CC(=O)N2CCN(C(=O)Cc3ccc(OC)cc3)CC2)cc1	0.68
Cc1nc2ccc(NC(=O)N(C(C)C)C(C)C)cc2s1	0.89
NC(=O)CSCc1cccc(Br)c1	-0.1
CCCOC(=O)C1=C(C)NC2=C(C(=O)CCC2)C1c1ccc(N(C)C)cc1 (stereo not given)	-0.32
COc1ccc(-c2c(-c3cccc(C)c3)oc3ccc(-c4ccc5c(c4)OCO5)cc23)cn1	-0.59
CC1(C)CC(=O)C(C=NCC2CCN(C(=O)Nc3ccc(Cl)c(Cl)c3)CC2)=C(O)C1	-3.3*
CCC(=O)Nc1cc(-c2nn3c(C)nnc3s2)ccc1C	-0.47
CCn1nnc(-c2ccccc2NC(=O)c2ccc(-n3cnnn3)cc2)n1	-1.1
Cc1ccc(C(=O)CSc2nc3ccccc3c(=O)n2-c2ccccc2)s1	-0.02
O=C1C(C2=C(O)c3ccccc3C2=O)=Nc2ccccc21	-1.7

This is a subset; rates above refer to the full screens.
